Screening data as filed in PubChem BioAssay.
RAD52 anneal inh: RAD52 DNA annealing inhibitors, primary screen, biochemical, FRET, single point, set 2; DNA repair protein RAD52 homolog (Homo sapiens), P43351; inhibition, % at 18.7 µM; 360,000 tested, 0.46% active; AID 651710, 2012; recombinant RAD52 DNA annealing, FRET fluorescence;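 active = every replicate showing at least 50% inhibition; inconclusive = mean inhibition at least 50% but not in every replicate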
ERAP1 inh: human ERAP1 aminopeptidase inhibitors, primary screen, biochemical, single point, plate reader; recombinant ERAP1, Leu-AMC fluorescence, 60 min; Endoplasmic reticulum aminopeptidase 1 (Homo sapiens), Q9NZ08; inhibition, % at 10.7 µM; 340,000 tested, 0.15% active; AID 652197, 2013;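 active = mean replicate inhibition of at least 30%, or all replicates individually reaching that 30% level; inactive = mean below 30% and not every replicate reaching it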;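 also: 0% = neutral control wells and 100% = L-leucinethiol positive control wells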
PglD inh: C. jejuni PglD acetyltransferase inhibitors, primary screen, biochemical, DTNB colorimetric, single point. purified PglD enzyme, DTNB colorimetric CoA detection. 360,000 tested, 0.098% active. inhibition, % at 12.5 µM. AID 602405, 2012. UDP-N-acetylbacillosamine N-acetyltransferase PglD (Campylobacter jejuni); in the data active = inhibition above about 16%, passing the limit was not always enough; inconclusive = no clear call, values can overlap the other calls; also: strong numbers were not always called active
Cneo AK release: Cryptococcus neoformans cell lysis inducers, primary screen, AK release luminescence, single concentration. C. neoformans lysis, adenylate kinase release luminescence, 4 h; normalised: neutral wells 0, clomiphene wells 100. lysis activity, % at 15 µM. 360,000 tested, 0.2% active;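 active = mean lysis activity across replicates of at least 80%, whatever share of replicates individually reach that level; inactive = mean lysis activity below 80%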
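Signal: Adenylate kinase release luminescence | Assay system: Log-phase Cryptococcus neoformans yeast cells | Input: Cells at 5 × 10^6 per mL | Buffer or medium: Fresh YPD growth medium | Compound: Single dose | Schedule: Static 4 h at 37 °C with compound, 1 h detection | Controls: Clomiphene | Read-out: Luminescence rise reflecting yeast cell lysis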
E-sel inducer: E-selectin induction in HUVECs, primary screen, imaging, HUVEC, immunofluorescence imaging, single point | P16581 | activation, % at 7.58 µM | AID 686992, 2013 | normalized: neutral wells 0, TNF-alpha wells 100 | 260,000 tested, 0.37% active;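 active = mean E-selectin-positive cell signal at least 10% of the positive control, reached in at least 60% of replicates, without over 20% cell loss; inconclusive = no rule given, readout overlaps actives, possibly toxicity-flagged; inactive = the rest, including those meeting only one limit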;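 also: in these data hits start at about 27%; measured in HUVEC primary endothelial cells; signal is the percent of cells scored E-selectin positive by PE staining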
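assay system = HUVEC, human umbilical vein endothelial cells | input = 3,000 HUVEC seeded per well | medium = EGM-2 growth medium on 0.1% gelatin-coated wells | dosing = one compound dose added by pin transfer | signal = immunofluorescence imaging | read-out basis = % PE-positive cells | control set = TNF-alpha, DMSO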
PGC1a acetyl inh: inhibitors of PGC1a acetylation signal, primary screen, cell-based, U2OS, AlphaScreen, inhibitor mode | AlphaScreen anti-acetyl-lysine; with virally co-expressed GCN5 acetyltransferase | inhibition, % at 15.6 µM | 350,000 tested, 0.17% active;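 active = every replicate shows inhibition of at least 40%; inconclusive = mean inhibition at least 40% but some replicate below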;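 also: 0% = neutral control wells and 100% = positive control wells; some results beyond the cut were filed as inactive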
miR-122 sensor: miR-122 Renilla sensor signal increase in Huh7, primary screen, miR-122 inhibitor project, cell-based, single point, plate reader. 340,000 tested, 0.3% active. activation (reporter increase), % at 12.5 µM. Huh7 miR-122 Renilla luciferase sensor, 48 h; neutral wells = 0, positive control = 100;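 active = mean replicate activation score at least 90 and every replicate individually at or above 90; inconclusive = only one of the two criteria met; inactive = neither criterion met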;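 also: higher luciferase means less miR-122 activity so hits act as miR-122 inhibitors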
RAD54 branch: inhibitors of human RAD54 branch migration, primary screen, biochemical, fluorescence, single point; DNA repair and recombination protein RAD54-like (Homo sapiens), Q92698; 360,000 tested, 0.14% active; AID 602329, 2012; RAD54 Holliday junction branch migration, FAM/BHQ fluorescence; inhibition, % at 10.4 µM;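 active = mean normalized replicate activity at least 40 and at least half of replicates scoring 40 or more; inconclusive = only one of the two criteria met; inactive = mean below 40 and under half of replicates reaching 40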;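 also: 0% = median of neutral control wells and 100% = median of positive control wells; inhibitors cause a drop in the FAM fluorescence signal; in these data hits start at about 50%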
Target sequence (Q92698 whole entry, looked up): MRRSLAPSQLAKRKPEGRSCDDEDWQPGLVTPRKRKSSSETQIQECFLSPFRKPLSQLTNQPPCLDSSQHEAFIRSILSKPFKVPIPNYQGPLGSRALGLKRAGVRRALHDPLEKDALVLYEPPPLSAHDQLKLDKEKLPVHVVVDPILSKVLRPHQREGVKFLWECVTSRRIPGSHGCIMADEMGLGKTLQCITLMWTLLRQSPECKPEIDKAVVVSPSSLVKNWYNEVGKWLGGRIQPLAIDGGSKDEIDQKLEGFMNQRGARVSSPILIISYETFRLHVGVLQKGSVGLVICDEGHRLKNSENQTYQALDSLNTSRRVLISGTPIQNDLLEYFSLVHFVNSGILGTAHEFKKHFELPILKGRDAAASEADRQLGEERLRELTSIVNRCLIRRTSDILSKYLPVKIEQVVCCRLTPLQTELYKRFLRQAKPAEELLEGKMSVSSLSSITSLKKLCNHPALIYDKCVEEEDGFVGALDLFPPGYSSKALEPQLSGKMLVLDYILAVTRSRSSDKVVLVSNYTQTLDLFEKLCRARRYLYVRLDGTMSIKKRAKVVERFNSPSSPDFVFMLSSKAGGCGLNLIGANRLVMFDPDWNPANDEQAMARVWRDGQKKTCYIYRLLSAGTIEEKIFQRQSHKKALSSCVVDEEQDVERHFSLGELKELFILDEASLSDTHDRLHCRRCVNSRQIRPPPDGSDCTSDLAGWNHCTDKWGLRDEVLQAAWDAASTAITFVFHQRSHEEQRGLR
The depositor's hits bear a star; & = joins results of further samples; [ ] = another dose, or the depositor's remark.

Results for CC(C)(O)C#Cc1ccc([C@H]2[C@H]3CN(C(=O)c4cccnc4)CCCCN3[C@H]2CO)cc1 ?
RAD52 anneal inh: 13; ERAP1 inh: 0; PglD inh: 0; Cneo AK release: 3; E-sel inducer: 0.1; PGC1a acetyl inh: 12; miR-122 sensor: 3[16.7 µM]; RAD54 branch: 0

What do the screens show for `COC(=O)COc1coc(CN2CCN(c3cccc(Cl)c3)CC2)cc1=O`?
RAD52 anneal inh: 3; ERAP1 inh: -2; PglD inh: 6; Cneo AK release: 0; E-sel inducer: 0.7; miR-122 sensor: -3; RAD54 branch: -6

How did CCOC(=O)C1CCN(Cc2cc(=O)oc3c(C)c(C)ccc23)CC1 do in these assays?
RAD52 anneal inh: -4; ERAP1 inh: 1; PglD inh: 2; Cneo AK release: 1; RAD54 branch: -2

Results for COc1ccc(COC(=O)C2CCN(S(=O)(=O)c3ccc(OC)c(OC)c3)CC2)cc1 ?
RAD52 anneal inh: 7; ERAP1 inh: 3; PglD inh: 0; Cneo AK release: 1; PGC1a acetyl inh: 1; miR-122 sensor: -5; RAD54 branch: 4

Results for CCOc1ccccc1C1CC(c2ccccc2)Nc2nc(N)nn21 (configuration not stated) ?
RAD52 anneal inh: -12; ERAP1 inh: -4; PglD inh: -4; Cneo AK release: 0; PGC1a acetyl inh: -4; miR-122 sensor: -5; RAD54 branch: 1

What do the screens show for `CCCCNC(=S)NNC(=O)c1csc2c1CCC(C)C2` (configuration not stated)?
PglD inh: -2; Cneo AK release: 3; PGC1a acetyl inh: 4; miR-122 sensor: 52; RAD54 branch: -7

What do the screens show for `CO[C@@H]1CN(C)C(=O)c2cc(NS(=O)(=O)c3ccc(F)cc3)ccc2OC[C@H](C)NC[C@H]1C`?
RAD52 anneal inh: -5; ERAP1 inh: -1; PglD inh: 1; Cneo AK release: -3; E-sel inducer: -0.1; PGC1a acetyl inh: -1; miR-122 sensor: 11[16.7 µM]; RAD54 branch: -1

How did O=c1[nH]cnc2sc3c(c12)CN(Cc1ccccc1)CC3 do in these assays?
RAD52 anneal inh: -25; ERAP1 inh: -5; PglD inh: -2; Cneo AK release: -1; PGC1a acetyl inh: 8; RAD54 branch: -8

Results for COCc1nnc(SCC(=O)NCc2ccccc2)n1-c1ccccc1 ?
RAD52 anneal inh: -14; ERAP1 inh: 1; PglD inh: 2; Cneo AK release: 1; PGC1a acetyl inh: 6; RAD54 branch: -2

How did S=C(NCc1ccccc1)Nc1ccc2ccccc2c1 do in these assays?
RAD52 anneal inh: -19; ERAP1 inh: -2; PglD inh: -3; Cneo AK release: 11; E-sel inducer: -0.1; miR-122 sensor: 56; RAD54 branch: -6

What do the screens show for `CCCCCCn1c(CN2CCN(C(=O)OCC)CC2)nc2c1c(=O)n(C)c(=O)n2C`?
PglD inh: 0; Cneo AK release: 0; PGC1a acetyl inh: -13; miR-122 sensor: -6; RAD54 branch: 6

Results for COCCCNC(=O)CN(CCc1ccccc1)S(=O)(=O)c1ccc(OC)cc1 ?
RAD52 anneal inh: -7; ERAP1 inh: 0; E-sel inducer: 6.8; PGC1a acetyl inh: 2

What do the screens show for `O=C(N/C=C/n1cnc2cc(C(F)(F)F)ccc21)c1ccccc1`?
RAD52 anneal inh: -2; ERAP1 inh: -4; E-sel inducer: 0.2; PGC1a acetyl inh: -2

Results for Cc1ccc(-c2nc(CSCC(=O)NCc3cccnc3)c(C)o2)cc1 ?
PglD inh: 0; Cneo AK release: 0; PGC1a acetyl inh: 13; miR-122 sensor: -17; RAD54 branch: 6

Results for CO[C@H]1CN(C)C(=O)c2ccc(NC(=O)c3cccc(F)c3)cc2OC[C@@H](C)NC[C@H]1C ?
RAD52 anneal inh: -18; ERAP1 inh: -3; PglD inh: 2; Cneo AK release: 1; E-sel inducer: 0.4; PGC1a acetyl inh: -5; miR-122 sensor: 28[16.7 µM]; RAD54 branch: 1

Results for COc1ccc(-c2cnc3c(c2)C(=O)N([C@H](C)CO)C[C@@H](C)[C@@H](CN(C)C(=O)C2CCOCC2)O3)cc1 ?
RAD52 anneal inh: 15; ERAP1 inh: -2; PglD inh: -1; Cneo AK release: -4; E-sel inducer: -0.4; PGC1a acetyl inh: 2; miR-122 sensor: 5[16.7 µM]; RAD54 branch: -1

What do the screens show for `N#CCN(C(=O)COC(=O)CCCNC(=O)c1ccc(Cl)cc1)c1ccccc1`?
RAD52 anneal inh: -2; ERAP1 inh: 0; PglD inh: 7; Cneo AK release: -2; PGC1a acetyl inh: 0; miR-122 sensor: -8; RAD54 branch: -3

What do the screens show for `COCC#Cc1cnc2c(c1)C(=O)N([C@@H](C)CO)C[C@H](C)[C@H](CN(C)Cc1ccccc1F)O2`?
RAD52 anneal inh: -5; ERAP1 inh: -2; PglD inh: 1; Cneo AK release: -4; E-sel inducer: 0.1; PGC1a acetyl inh: 4; miR-122 sensor: 2[16.7 µM]; RAD54 branch: -8

What do the screens show for `O=C(C1=C[C@H](c2ccc3c(c2)OCO3)C[C@H](OCc2ccc(CO)cc2)O1)N1CCCCCCC1`?
RAD52 anneal inh: -21; ERAP1 inh: 1; PglD inh: -4; Cneo AK release: 3; E-sel inducer: -0.3; RAD54 branch: 0

What do the screens show for `CCOc1ccc(-c2ccc(SCC(=O)Nc3nnc(C)s3)nn2)cc1`?
RAD52 anneal inh: -29; ERAP1 inh: -1; PglD inh: 2; Cneo AK release: -5; E-sel inducer: 2.0; PGC1a acetyl inh: -8; miR-122 sensor: 2; RAD54 branch: -2

Results for CCN(CCCNC(=O)C1c2ccccc2C(=O)N(CCOC)C1c1ccc(F)cc1)Cc1ccccc1 (configuration not stated) ?
RAD52 anneal inh: -15; ERAP1 inh: -4; PglD inh: -2; Cneo AK release: 2; E-sel inducer: 0.0; PGC1a acetyl inh: 8; RAD54 branch: 6

How did C/C(=N\Nc1ncc(Br)cn1)c1cccc([N+](=O)[O-])c1 do in these assays?
RAD52 anneal inh: -3; ERAP1 inh: -1; PglD inh: 1; Cneo AK release: 0; E-sel inducer: -0.1; PGC1a acetyl inh: 3; miR-122 sensor: -7; RAD54 branch: -8

What do the screens show for `O=C(CC[C@H]1O[C@@H](n2cnc3c(NC(=O)c4ccccc4)ncnc32)[C@H](O)[C@@H]1O)NCC(F)(F)F`?
RAD52 anneal inh: -16; ERAP1 inh: -2; PglD inh: -8; Cneo AK release: 1; E-sel inducer: 0.9; PGC1a acetyl inh: 4; miR-122 sensor: -3; RAD54 branch: -1

Results for CCOC(=O)c1c(NC(=O)CC)sc2c1CCN(Cc1ccccc1)C2 ?
RAD52 anneal inh: 11; ERAP1 inh: 7; PglD inh: 4; Cneo AK release: 2; E-sel inducer: 0.5; RAD54 branch: -6

Results for Cc1cc(C)cc(C(=O)Nc2ccc3[nH]c(=O)[nH]c3c2)c1 ?
RAD52 anneal inh: -35; ERAP1 inh: -4; PGC1a acetyl inh: inconclusive; miR-122 sensor: -9

Results for COc1ccc(C2c3sc(=O)[nH]c3SC3C(=O)N(c4ccccc4)C(=O)C32)cc1 (configuration not stated) ?
RAD52 anneal inh: 2; ERAP1 inh: 0; PglD inh: 3; Cneo AK release: 1; E-sel inducer: -0.3; RAD54 branch: -4

How did COC(=O)c1cc(NS(=O)(=O)c2ccc3c(c2)CCC(=O)N3)cc(C(=O)OC)c1 do in these assays?
RAD52 anneal inh: -23; ERAP1 inh: -2; PglD inh: -1; Cneo AK release: 1; PGC1a acetyl inh: 3; miR-122 sensor: -36; RAD54 branch: 2

What do the screens show for `O=C(c1cc(C2CC2)nn1-c1ccccc1)N1CCN(Cc2c(F)cccc2Cl)CC1`?
RAD52 anneal inh: -21; ERAP1 inh: 0; PglD inh: 0; Cneo AK release: 5; E-sel inducer: 0.1; PGC1a acetyl inh: -5; miR-122 sensor: 6; RAD54 branch: -11

Results for O=C(NCc1ccc(Cl)cc1)c1cc(S(=O)(=O)N2CCCCC2)c[nH]1 ?
RAD52 anneal inh: 37; ERAP1 inh: 4; PglD inh: 5; Cneo AK release: 0; E-sel inducer: 0.2; PGC1a acetyl inh: 3; miR-122 sensor: 15; RAD54 branch: 3

Results for CC1(C)Cc2c(c(N3CCOCC3)nc3sc4c(NN)ncnc4c23)CS1 ?
PglD inh: 6; Cneo AK release: -13; PGC1a acetyl inh: 8; miR-122 sensor: -3; RAD54 branch: 14

How did C[C@H](CO)N1C[C@H](C)[C@H](CN(C)S(C)(=O)=O)Oc2c(cccc2N(C)C)C1=O do in these assays?
RAD52 anneal inh: -8&-12; ERAP1 inh: -3&-2; PglD inh: 2&-3; Cneo AK release: 0&7; E-sel inducer: 0.0&0.0; PGC1a acetyl inh: 2; miR-122 sensor: 6[16.7 µM]; RAD54 branch: -5&0

How did C=CCC[C@H](Cc1ccc(F)cc1)C(=O)OC[C@@H](C)NC(=O)[C@@H](CC=C)CC(=O)N[C@H](CO)Cc1ccccc1 do in these assays?
RAD52 anneal inh: -7; ERAP1 inh: 5; PglD inh: 3; Cneo AK release: 3; E-sel inducer: 0.5; PGC1a acetyl inh: -4; miR-122 sensor: -14; RAD54 branch: 4

Results for O=C(NCCS(=O)(=O)N1CCN(c2ccccc2)CC1)c1ccc(Br)o1 ?
RAD52 anneal inh: -8; ERAP1 inh: -3; PglD inh: -4; Cneo AK release: 1; E-sel inducer: -1.2; PGC1a acetyl inh: 0; miR-122 sensor: 1; RAD54 branch: 4

Results for CCOC(=O)c1sc2nc(C3CC3)cc(-c3ccc(F)cc3)c2c1N ?
PglD inh: -3; Cneo AK release: 1; PGC1a acetyl inh: 4; miR-122 sensor: -6; RAD54 branch: 2

What do the screens show for `C=C1CCN(C(C(=O)OC)C(C)C)S(=O)(=O)c2ccccc21` (configuration not stated)?
RAD52 anneal inh: -8; ERAP1 inh: 0; PglD inh: -3; Cneo AK release: 0; E-sel inducer: -0.2; PGC1a acetyl inh: -5; miR-122 sensor: -2; RAD54 branch: 7

How did O=C(CCNC(=O)c1ccc(Br)cc1)NCc1ccncc1 do in these assays?
RAD52 anneal inh: 1; ERAP1 inh: 1; PglD inh: 2; Cneo AK release: -2; E-sel inducer: 0.2; miR-122 sensor: 0; RAD54 branch: 10

Results for O=C(NCc1n[nH]c(=S)n1-c1ccccc1)c1cccs1 ?
RAD52 anneal inh: 2; ERAP1 inh: 21; PglD inh: -3; Cneo AK release: -13; PGC1a acetyl inh: 18; miR-122 sensor: -6; RAD54 branch: -21
